Assay outcomes deposited in PubChem by several laboratories.
SIAH1 antagonists: Siah-1 peptide-binding antagonists, primary screen, biochemical, fluorescence polarization, rhodamine-plectin, uHTS (AID 1817); E3 ubiquitin-protein ligase SIAH1 (Homo sapiens); Siah-1 / rhodamine-plectin peptide fluorescence polarization; higher % means a stronger effect; displacement, % at 20 µM; hits with a dose series show IC50 in µM; 0.02% of 290,000 active;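 active means displacement of at least 50% at 20 µM, with a fluorescence ratio check between 0.3 and a set limit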;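 further: plate controls were Siah plus tracer with DMSO for no effect and tracer alone without Siah for full effect; strong numbers were not always called active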
Salmonella PhoP GFP: inhibitors of PhoP regulon expression, primary screen, Salmonella Typhimurium, GFP reporter (AID 1863). S. Typhimurium PhoP-regulated promoter GFP reporter, 4 h; higher % means a stronger effect. inhibition, % at 50 µM, or IC50 in µM where a hit was titrated. 0.16% of 300,000 active;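 active means inhibition over 29.93%, a cutoff 3 SD above the screen mean, later confirmed by dose response; inconclusive means inhibition over 29.93% but no dose response follow-up; inactive means inhibition at most 29.93% or unconfirmed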;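 further: 0% = low Mg2+ inducing control and 100% = high Mg2+ repressing control; strong numbers were not always called active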
XIAP displacement: XIAP antagonists, biochemical, IAP family, fluorescence polarization (AID 1018); E3 ubiquitin-protein ligase XIAP (Homo sapiens); one-dose displacement, % at 20 µM; IC50 in µM for titrated hits; 0.007% of 200,000 active; XIAP BIR domain, fluorescence polarization peptide displacement; higher % means a stronger effect; in the data active means displacement above about 50%; further: a part of the inactive calls stands beside numbers as strong as those of hits
human PMI inhibition: inhibitors of human PMI, primary screen, biochemical, fluorescence intensity, coupled assay (AID 1209) | Mannose-6-phosphate isomerase (Homo sapiens) | purified PMI enzyme, coupled fluorescence intensity; higher % means a stronger effect | one-dose inhibition, % at 20 µM; IC50 in µM for titrated hits | 0.42% of 190,000 active;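 further: plate controls were DMSO vehicle for no effect and wells lacking substrate for full effect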
Myeloid diff 2: induction of myeloid progenitor differentiation, primary screen, cell-based, flow cytometry, MLPCN library; ER-HoxA9 myeloid progenitors, lysozyme-GFP differentiation; calls only at 10 µM; 1% of 360,000 active; AID 624256, 2012;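 active means normalized GFP-positive differentiation at or above the plate's own cutoff, the solvent-only control mean plus 3 SD; inconclusive means no clear call, values can overlap the other calls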;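 further: cells exposed to compound for four days before flow analysis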
WT yeast gro inh: growth inhibition of WT strain, primary screen, mitochondrial fusion inhibitor project, WT and mutant strains, chemical genetic. mitochondrial fusion phenotypic screen. inhibition, % at 10 µM. 2.1% of 190,000 active; in the data active means inhibition above about 58%; tested in S. cerevisiae
PMI inhibition: human PMI inhibitors, high substrate, primary screen, biochemical, fluorescence intensity, high mannose 6-phosphate (AID 1220); inhibition, % at 20 µM, or IC50 in µM where a hit was titrated; 0.66% of 190,000 active; recombinant PMI enzyme, coupled fluorescence intensity; higher % means a stronger effect; Mannose-6-phosphate isomerase (Homo sapiens)
TNAP activators: human TNAP enzyme activators, primary screen, biochemical, luminescent, no phosphate acceptor, uHTS (AID 1001); Alkaline phosphatase, tissue-nonspecific isozyme (Homo sapiens); 0.03% of 200,000 active; purified TNAP, luminescent activation assay, no phosphate acceptor; higher activation fold means a stronger effect; one-dose activation fold at 20 µM; EC50 in µM for titrated hits; in the data active means activation fold from about 3, or a potency from the dose series; inactive means the rest, 99 in 100 with activation fold below about 1.6; further: many of its hits are not listed in these tables
RSV CPE inhibition: RSV antiviral activity via CPE protection, HEp-2 cells, primary 10 µM value included (AID 2391). HEp-2 cells, RSV-induced CPE inhibition; higher % means a stronger effect. CPE inhibition, % at 10 µM, or IC50 in µM where a hit was titrated. 0.13% of 310,000 active; in the data active means a potency from the dose series; inconclusive means CPE inhibition mostly from about 23% at the one dose, without a potency; inactive means the rest, 99 in 100 with CPE inhibition below about 21%; further: strong numbers were not always called active
WT yeast gro inh mutant strain: also measured in WT yeast gro inh; calls as there; inhibition, %; mitochondrial fusion phenotypic screen, mutant strain inhibition
Myeloid diff 2 GFP+ MAC1+ %: further read-out of Myeloid diff 2, marked with its call; GFP+ MAC1+ double positive, %; measured here: differentiation confirmed by MAC1 staining
* marks the source's active call; other numbers are inactive results; i = inactive; ? = inconclusive; · = not tested or not shown; + = active, no number. Unless noted, no stated cut-off is given here; in the data, active means inhibition above about 50%; inactive means the rest.

SMILES	SIAH1 antagonists	Salmonella PhoP GFP	XIAP displacement	human PMI inhibition	Myeloid diff 2	Myeloid diff 2 GFP+ MAC1+ %	WT yeast gro inh	WT yeast gro inh mutant strain	PMI inhibition	TNAP activators	RSV CPE inhibition
C/C(=N/NC(=O)Cc1ccccc1)c1ccc(C)s1	7%	-14%	-0.2%	-5%	i	0.7	-16	-11	-1%	1	0.5%
CN(Cc1ccc2nonc2c1)Cc1nc(CC2CC2)no1	3%	-9%	-1.8%	3%	i	0.2	5	14	-1%	1.1	0.4%
COc1ccc(/C=C/C(=O)NC2CCN(Cc3ccccc3)CC2)cc1OC	-1%	11%	·	·	i	0.5	·	·	·	·	-0.5%
CCCOC(=O)c1ccc(NC(=O)C2C3CCC(C3)C2C(=O)O)cc1 (stereo unspecified)	0%	1%	-6.0%	0%	i	0.1	0	-15	2%	1	0.8%
CCC(=O)Nc1nc2ccc([N+](=O)[O-])cc2s1	14%	-2%	·	·	i	0.2	·	·	·	·	1.2%
Fc1cccc(Cl)c1CSc1nnc(CN2CCOCC2)n1-c1ccccc1	3%	-3%	-6.4%	4%	i	0.4	-4	-8	6%	1.1	1.2%
CCc1ccc(/C=C2\SC(=S)N(CCC(=O)NC3=NCCS3)C2=O)cc1	19%	-7%	-7.0%	10%	·	·	0	-18	4%	1	1.5%
O=C(CN(Cc1cccs1)C(=O)CNS(=O)(=O)c1ccccc1)NCc1ccco1	4%	-13%	-7.4%	13%	i	0.7	13	3	13%	1.1	·
CCOc1ccc(Cc2noc3c2C(=O)CC(C)(C)C3)cc1OCC	-5%	-3%	-2.5%	-1%	?	·	10	-2	0%	1.1	6.1%
COc1ccccc1CNC(=O)/C=C/c1ccc(S(=O)(=O)N2CCOCC2)cc1	8%	11%	-8.2%	-6%	i	0.6	0	-22	0%	1.2	1.0%
COCCNC(=O)/C(C#N)=C/c1ccccc1Br	3%	-11%	-2.4%	1%	i	0.3	8	41	6%	1.1	3.5%
Cc1ccc2[nH]cc(C(=O)CCl)c2c1	-6%	6%	-3.7%	-5%	i	0.2	-49	14	-9%	1	-1.4%
CC(=O)N(C)N(C)c1cc(C)nc(N)n1	-5%	0%	·	·	i	0.4	·	·	·	·	-1.9%
COC(=O)c1nnn(CC(=O)Nc2cccc(OC)c2)c1C(=O)OC	-2%	-1%	-1.0%	-8%	i	2.9	-10	2	-11%	1.1	1.0%
O=C(CN1CCCCCC1)Nc1cccc2c1OCO2	5%	10%	-2.6%	1%	i	8.0	7	13	6%	1.1	1.0%

Some of the entries so far, with values under each structure.
Order of values – SIAH1 antagonists, Salmonella PhoP GFP, XIAP displacement, human PMI inhibition, Myeloid diff 2, Myeloid diff 2 GFP+ MAC1+ %, WT yeast gro inh, WT yeast gro inh mutant strain, PMI inhibition, TNAP activators, RSV CPE inhibition
- CCc1ccc(/C=C2\SC(=S)N(CCC(=O)NC3=NCCS3)C2=O)cc1
 : 19%, -7%, -7.0%, 10%, ·, ·, 0, -18, 4%, 1, 1.5%
- O=C(CN1CCCCCC1)Nc1cccc2c1OCO2
 : 5%, 10%, -2.6%, 1%, i, 8.0, 7, 13, 6%, 1.1, 1.0%

Next part
SMILES	SIAH1 antagonists	Salmonella PhoP GFP	XIAP displacement	human PMI inhibition	Myeloid diff 2	Myeloid diff 2 GFP+ MAC1+ %	WT yeast gro inh	WT yeast gro inh mutant strain	PMI inhibition	TNAP activators	RSV CPE inhibition
Cc1ccc(-c2n[nH]c(=S)n2/N=C/c2cccs2)cc1	3%	19%	-6.7%	14%	i	0.9	1	-2	18%	0.6	1.2%
Cc1cccc(C)c1NC(=O)C(c1ccc(Cl)cc1Cl)N1CCCCC1 (stereo unspecified)	-1%	-5%	-3.7%	2%	i	0.8	22	12	-1%	1.1	8.9%
COc1ccc(Cl)cc1N1C(=O)CC(Sc2ccccc2N)C1=O (stereo unspecified)	-1%	0%	·	·	i	1.0	·	·	·	·	4.2%
O=C(CSc1nnc(-c2ccco2)o1)NC1CCCCCC1	-4%	0%	-2.1%	-11%	i	1.0	-2	-15	-5%	1.1	0.4%
Cc1cccc(NC(=O)Cc2coc3ccc4ccccc4c23)n1	0%	-15%	-11%	-10%	i	5.7	27	36	-22%	1	39%
Cc1nc(SCCC(=O)O)c2cc(-c3ccccc3)sc2n1	4%	-6%	·	·	i	0.3	·	·	·	·	0.6%
Cc1ccc(Cl)cc1N1CCN(C(=O)CN(C2CCCCC2)S(C)(=O)=O)CC1	2%	-2%	-4.1%	-2%	i	0.2	10	-44	-4%	1	9.7%
CCOC(=O)c1cc(-c2ccncc2)nc2c1c(C)nn2C	-3%	20%	1.8%	10%	i	0.2	3	5	6%	1.1	7.2%
CCC(=O)Nc1sc(C(=O)Nc2ccccc2)c(C)c1C(=O)OC	1%	-1%	-4.4%	2%	i	0.1	0	-7	-3%	1	3.5%
COc1ccc(-c2cc(-c3ccc(Br)cc3)nc3ncnn23)cc1OC	4%	-13%	-2.5%	-2%	i	1.7	10	1	-2%	1.1	?
Cn1c(=O)c2c(ncn2CC(=O)N/N=C/c2ccc(Br)s2)n(C)c1=O	2%	-4%	-3.9%	9%	i	0.2	7	7	13%	1	0.9%
O=C(CSc1nc(C2CC2)nc2ccccc12)Nc1ccc2c(c1)OCCO2	4%	-4%	-2.6%	-2%	i	1.1	2	1	-5%	1.1	0.5%
CC(C)(C)c1ccc(NC(=O)COC(=O)CCc2nc3ccccc3c(=O)[nH]2)cc1	-4%	-31%	2.2%	13%	i	0.2	-8	-17	16%	1	1.6%
COCc1cc(=O)n2[nH]cc(-c3ccsc3)c2n1	1%	-4%	·	·	i	0.5	·	·	·	·	1.5%
Cc1ccc(NC(=O)c2cc([N+](=O)[O-])ccc2Cl)c(O)c1	9%	1%	-12%	6%	i	0.2	4	-7	16%	1	0.1%
CCCn1cnc2cc(NCc3ccccc3O)ccc21	0%	6%	·	·	i	0.6	·	·	·	·	2.2%
Cc1cc(C)n(-c2ccc(C(=O)Nc3cccc(S(=O)(=O)N4CCCC4)c3)cc2)n1	0%	-1%	-0.9%	-18%	i	0.2	-2	15	-7%	1.1	6.8%
N#C/C(=C/c1ccc(N2CCCCC2)o1)C(=O)Nc1ccc(Cl)cc1	9%	-8%	9.0%	19%	+	17*	4	-5	24%	1.1	2.7%
Cc1cc(=O)[nH]c(SCC(=O)OCc2ccccc2)c1C#N	13%	-8%	-7.5%	6%	i	0.4	-7	-9	4%	1.1	-0.1%
N#CC1=C2Nc3ccccc3N2C(=O)NC1(c1ccccc1)C(F)(F)F (stereo unspecified)	-3%	16%	-5.9%	1%	i	0.7	-17	-25	0%	1.1	1.4%
C/C(Cn1cnc([N+](=O)[O-])n1)=N\NC(=O)c1cccc(F)c1	0%	2%	-1.1%	-8%	i	0.0	-22	-2	-2%	1.1	0.3%
Cc1nonc1NC(=O)CSc1ccccn1	0%	4%	·	·	i	0.5	·	·	·	·	0.5%
O=C(NC1CCCC1)C1CC(=O)N(c2ccccc2)C1 (stereo unspecified)	3%	-3%	·	·	i	4.9	·	·	·	·	1.2%
Cc1ccc(CN2C(=O)C(C)(C)Oc3ccc(C(=O)N4CCCCC4)cc32)cc1	3%	7%	-5.2%	1%	i	1.1	23	2	2%	1	0.4%
Cc1c([N+](=O)[O-])cc(S(=O)(=O)Nc2ccncc2)cc1[N+](=O)[O-]	-1%	0%	-1.2%	-5%	i	0.6	-10	-12	9%	1.1	0.4%
O=C(NC(=S)NCCC1=CCCCC1)c1ccc(Br)o1	1%	0%	-7.6%	7%	i	0.8	76*	47*	2%	1.1	5.5%
Cn1c(=O)n(C)c2cc(/C=N/NC(=O)c3ccc(Cl)cc3)ccc21	11%	-5%	·	·	i	0.0	·	·	·	·	1.0%
O=C(O)c1cncc(Br)c1	2%	-5%	·	·	i	0.6	·	·	·	·	1.3%
CCCn1nc(C(=O)Nc2ccc(S(=O)(=O)Nc3nccs3)cc2)c2ccccc2c1=O	0%	-2%	0.4%	2%	i	1.5	6	-17	-5%	1	7.4%
O=C(CNCc1ccco1)Nc1ccc(Oc2ccccc2)cc1	-2%	13%	-4.0%	-13%	i	0.1	12	0	-18%	1.1	1.8%
Cc1ccc(NC(=O)CC2C(=O)N(Cc3ccccc3)C(=S)N2NC(=O)c2cccc(F)c2)c(C)c1 (stereo unspecified)	4%	14%	-3.7%	20%	i	0.6	9	0	7%	1.1	10%
Cc1cc(C)n(CCC(=O)N2c3ccccc3CC2C)n1 (stereo unspecified)	-3%	0%	·	·	i	5.9	·	·	·	·	-0.1%
O=C(CSc1nnc2c(Cl)cc(Cl)cn12)N1CCN(S(=O)(=O)c2ccccc2)CC1	1%	6%	-0.2%	-9%	i	1.0	-3	-33	1%	1.1	2.1%
Cc1ccc(S(=O)(=O)NNC(=O)Nc2ccccc2F)c(C)c1	-4%	11%	·	·	i	0.6	·	·	·	·	0.3%
COc1cc(/C=C/c2[nH]c(=O)[nH]c(=O)c2[N+](=O)[O-])cc(OC)c1O	0%	0%	·	·	i	0.5	·	·	·	·	0.9%
CCc1ccc(C2(O)CC(C(F)(F)F)=NN2C(=O)Cc2ccc([N+](=O)[O-])cc2)cc1 (stereo unspecified)	12%	-5%	-15%	12%	i	1.1	2	-3	15%	1	3.7%
Cc1ccc(SC2CCN(C(=O)C3CCC(=O)N(C4CC4)C3)CC2)cc1 (stereo unspecified)	2%	-4%	·	·	i	5.0	·	·	·	·	17%
Clc1cccc(NCc2nnc(SCc3ccccc3Cl)o2)c1	-3%	14%	-5.7%	15%	i	0.3	-33	-5	13%	1.2	6.1%
Cc1ccc(NC(=O)Cc2noc3ccccc23)cc1	7%	-1%	-6.2%	13%	i	0.3	-8	-20	16%	1	3.7%
CCN1CCN(C(=O)C2CCN(Cc3nc(-c4cccc(Cl)c4)oc3C)CC2)CC1	-5%	2%	-6.2%	9%	i	3.1	2	-5	3%	1	-3.4%
O=C(CSc1nnnn1-c1cccc2ccccc12)NC(C(=O)O)(c1ccccc1)c1ccccc1	-1%	1%	-10%	-9%	i	0.1	8	6	44%	1	0.9%
Cc1ccc(Cn2ccnc2SCC(=O)NC2CCCC2)cc1	-2%	-8%	·	·	i	2.7	·	·	·	·	11%
O=C1C(=O)N(CCN2CCOCC2)C(c2ccccc2)/C1=C(\O)c1ccc2c(c1)OCCO2 (stereo unspecified)	8%	3%	·	·	i	5.1	·	·	·	·	0.9%
Cc1ccc(-n2c(=O)c(C#N)cc3c(=O)n4ccccc4nc32)cc1	5%	-16%	-6.6%	7%	i	0.4	-1	-15	-1%	1	2.2%
Cc1ccc(-c2csc(N(CCO)CCCn3c(C(F)(F)F)nc4cc(C(F)(F)F)ccc43)n2)cc1	-5%	-8%	·	·	i	0.5	·	·	·	·	9.5%
